TcdB GH inh: TcdB glycohydrolase inhibitors, primary screen, biochemical, single point, plate reader; Toxin B (Clostridioides difficile), P18177; TcdB glycohydrolase enzymatic assay; inhibition, % at 9.99 µM; 350,000 tested, 0.24% active; AID 652162, 2013; in the data active = inhibition above about 10%
* hit, by the source's call; & = joins results of further samples. This is a subset; the hit share may differ from the screen's.

CC(C)(C)[S@](=O)N1Cc2cc(C(=O)N3CCCCC3)nc(-c3cccc(-c4ccc(F)cc4)c3)c2[C@@H]1CCO
  TcdB GH inh: 0.4
Cc1ccc(S(=O)(=O)NCC[C@@H]2CC[C@H](NC(=O)c3cccnc3)[C@@H](CO)O2)cc1
  TcdB GH inh: -0.2
C[C@@H]1CCCCO[C@H](CN(C)Cc2ccc(C(F)(F)F)cc2)[C@@H](C)CN([C@H](C)CO)C(=O)c2cc(NS(=O)(=O)c3ccc(F)cc3)ccc2O1
  TcdB GH inh: -3.0
COCCN(C[C@@H]1N[C@@H](CO)[C@@H]1c1ccc(-c2ccc(F)cc2)cc1)C(C)=O
  TcdB GH inh: 1.8
c1cc(-c2ccc(C3[C@H]4CNC[C@@H]3N4Cc3nccs3)cc2)ccn1 (stereo partly specified)
  TcdB GH inh: -0.5&0.7
C[C@H]1CN([C@@H](C)CO)C(=O)c2cc(C#Cc3cccnc3)cnc2O[C@H]1CN(C)C
  TcdB GH inh: -1.4
O=C(C[C@H]1C=C[C@@H](NC(=O)NC2CCCCC2)[C@@H](CO)O1)NCc1ccccc1
  TcdB GH inh: -1.0
O=C(c1ccccn1)N1CC[C@@H]2[C@@H](CO)Nc3ccc(-c4ccc(F)cc4)cc3[C@@H]21
  TcdB GH inh: 5.9
COc1ccc(C#Cc2ccc3c(c2)O[C@@H](CN(C)C(=O)CN2CCOCC2)[C@@H](C)CN([C@H](C)CO)S3(=O)=O)cc1
  TcdB GH inh: 0.9
CCCNC(=O)c1cc2c(c(-c3cccc(-c4cccc(OC)c4)c3)n1)[C@H](CCO)N([S@@](=O)C(C)(C)C)C2
  TcdB GH inh: 1.5
C[C@@H]1CN([C@H](C)CO)C(=O)c2cccc(NC(=O)c3ccncc3)c2O[C@@H]1CN(C)S(=O)(=O)c1cccs1
  TcdB GH inh: -17
C[C@@H]1CN([C@H](C)CO)C(=O)c2cc(NC(=O)Nc3cccc4ccccc34)ccc2O[C@H]1CN(C)Cc1ccc2c(c1)OCO2
  TcdB GH inh: 0.2
COc1ccc2c3c(n(C)c2c1)[C@@H](CO)N(S(C)(=O)=O)CC31CCN(CC2CCCCC2)CC1
  TcdB GH inh: 0.3
Cc1ccc(S(=O)(=O)N(C)C[C@H]2Oc3c(NC(=O)c4cc(C)nn4C)cccc3C(=O)N([C@@H](C)CO)C[C@@H]2C)cc1
  TcdB GH inh: -0.1
CC(C)NC(=O)N(C)C[C@@H]1Oc2ccc(NS(=O)(=O)c3cn(C)cn3)cc2C(=O)N([C@H](C)CO)C[C@@H]1C
  TcdB GH inh: 1.0
C[C@H]1CN([C@@H](C)CO)C(=O)c2cc(NC(=O)C3CCCCC3)ccc2O[C@@H]1CN(C)Cc1ccc(-c2ccccc2)cc1
  TcdB GH inh: 0.5
COC(=O)C[C@@H]1C[C@@H]2c3cc(NC(=O)CN(C)C)ccc3O[C@@H]2[C@@H](CO)O1
  TcdB GH inh: -3.0
C[C@@H]1CCCCO[C@@H](CN(C)S(=O)(=O)c2cccs2)[C@@H](C)CN([C@H](C)CO)C(=O)c2cc(NC(=O)CCC(F)(F)F)ccc2O1
  TcdB GH inh: -0.5
CN(C)CCCNC(=O)C[C@@H]1C=C[C@H](NC(=O)c2ccccc2F)[C@H](CO)O1
  TcdB GH inh: -2.2
CN1CCN(C(=O)C[C@H]2C[C@H]3c4cc(NC(=O)Cc5ccncc5)ccc4O[C@H]3[C@H](CO)O2)CC1
  TcdB GH inh: -0.3
CC(=O)N[C@@H]1C=C[C@H](CC(=O)NCc2ccc(Cl)cc2)O[C@H]1CO
  TcdB GH inh: 1.0
Cc1noc(C)c1S(=O)(=O)N(C)C[C@@H]1OCCCC[C@@H](C)Oc2ccc(N(C)C)cc2C(=O)N([C@H](C)CO)C[C@H]1C
  TcdB GH inh: -8.4
COc1ccc(C#Cc2ccc3c(c2)[C@@H]2[C@@H](CCN2S(=O)(=O)c2cccc(OC)c2)[C@@H](CO)N3)cc1
  TcdB GH inh: -4.6
COc1ccccc1-c1ccc2c(c1)O[C@@H](CN(C)C(=O)Nc1ccccc1)[C@@H](C)CN([C@@H](C)CO)S2(=O)=O
  TcdB GH inh: 1.6
O=C(C[C@H]1C[C@H]2c3cc(NC(=O)NC4CCCC4)ccc3O[C@H]2[C@H](CO)O1)NCc1cccnc1
  TcdB GH inh: -1.6

CCC(=O)N1CCCCN2[C@H](CO)[C@@H](c3ccc(/C=C/c4ccccc4)cc3)[C@H]2C1
  TcdB GH inh: 1.9
CC(C)C#Cc1ccc([C@H]2[C@H]3CN(C(=O)c4ccc5c(c4)OCO5)CC(=O)N3[C@H]2CO)cc1
  TcdB GH inh: -0.9
COCC(=O)N(C)C[C@H]1Oc2ncc(C#C[C@H](C)O)cc2C(=O)N([C@H](C)CO)C[C@@H]1C
  TcdB GH inh: 1.3
CC(C)NC(=O)N[C@H]1C=C[C@@H](CC(=O)NCCCN(C)C)O[C@@H]1CO
  TcdB GH inh: 0.8
CCCNC(=O)[C@H]1[C@H](CO)[C@H]2Cn3c(ccc(-c4cccc(OC)c4)c3=O)[C@@H]1N2CCC
  TcdB GH inh: 0.0
C[C@@H]1CN([C@H](C)CO)S(=O)(=O)c2ccc(C#CC(C)(C)O)cc2O[C@@H]1CN(C)Cc1ccncc1
  TcdB GH inh: -0.1
C[C@@H]1CCCCO[C@@H](CN(C)C(=O)CCCN(C)C)[C@H](C)CN([C@H](C)CO)C(=O)c2cc(NC(=O)c3ccccc3)ccc2O1
  TcdB GH inh: 1.0
C[C@@H]1CN([C@@H](C)CO)C(=O)c2cc(NC(=O)C3CC3)ccc2O[C@H]1CN(C)Cc1ccncc1
  TcdB GH inh: -1.5
Cc1noc(C)c1NC(=O)N[C@H]1C=C[C@@H](CC(=O)Nc2ccc(-c3ccccc3)cc2)O[C@H]1CO
  TcdB GH inh: -2.0
COc1ccc(C#Cc2ccc([C@@H]3[C@H]4CN(C(=O)Nc5ccccc5F)CCCCN4[C@H]3CO)cc2)cc1
  TcdB GH inh: -1.2
C[C@@H]1CN([C@H](C)CO)C(=O)c2cc(/C=C/c3ccccc3)cnc2O[C@H]1CN(C)C(=O)CN(C)C
  TcdB GH inh: 0.0
O=S(=O)(NC[C@@H]1[C@H](c2ccccc2)[C@@H](CO)N1CC1CC1)c1ccccc1
  TcdB GH inh: 1.1
COCC(=O)N(C)C[C@H]1Oc2ncc(/C=C/c3ccccc3)cc2C(=O)N([C@@H](C)CO)C[C@@H]1C
  TcdB GH inh: 0.0
C[C@@H]1CN([C@@H](C)CO)C(=O)c2cc(NC(=O)Nc3ccc(C(F)(F)F)cc3)ccc2O[C@@H]1CN(C)Cc1ccc(-c2ccccc2)cc1
  TcdB GH inh: 1.8
Cc1noc(C)c1S(=O)(=O)Nc1ccc2c(c1)C(=O)N([C@H](C)CO)C[C@@H](C)[C@@H](CN(C)Cc1ccccc1)OCCCC[C@H](C)O2
  TcdB GH inh: 0.0
C[C@H](CO)N1C[C@H](C)[C@H](CN(C)C(=O)c2ccccc2F)Oc2ncc(-c3ccc(F)cc3)cc2C1=O
  TcdB GH inh: 0.9
O=C(C1CCOCC1)N1C[C@H]2[C@@H](c3ccccc31)[C@@H](CO)N2Cc1ccccc1F
  TcdB GH inh: -0.8
CCC(=O)Nc1ccc2c(c1)C(=O)N(C)C[C@H](OC)[C@H](C)CN(Cc1ccccc1OC)[C@@H](C)CO2
  TcdB GH inh: -7.8
C[C@H](CO)N1C[C@H](C)[C@H](CN(C)S(C)(=O)=O)Oc2ccc(NC(=O)C3CCCCC3)cc2CC1=O
  TcdB GH inh: 0.1
C[C@H]1CN([C@@H](C)CO)C(=O)Cc2cc(NC(=O)Cn3cnnn3)ccc2O[C@@H]1CN(C)C
  TcdB GH inh: -1.0
C[C@H](CO)N1C[C@H](C)[C@H](CN(C)C(=O)Nc2ccccc2)Oc2ccc(NC(=O)NC3CCCCC3)cc2C1=O
  TcdB GH inh: -9.0
C[C@@H]1CN([C@H](C)CO)C(=O)c2cccc(NC(=O)c3cnccn3)c2O[C@@H]1CN(C)Cc1ccc2c(c1)OCO2
  TcdB GH inh: 1.5
C[C@@H]1CCCCO[C@@H](CN(C)C(=O)Cc2ccccc2)[C@@H](C)CN([C@H](C)CO)C(=O)c2cc(NC(=O)Nc3ccc(C(F)(F)F)cc3)ccc2O1
  TcdB GH inh: 0.1
COc1ccccc1NC(=O)N(C)C[C@@H]1Oc2cc(Br)ccc2S(=O)(=O)N([C@H](C)CO)C[C@@H]1C
  TcdB GH inh: -2.2
COc1ccc(NC(=O)Nc2ccc3c(c2)C(=O)N([C@@H](C)CO)C[C@H](C)[C@H](CN(C)Cc2ccc(C(=O)O)cc2)O3)cc1
  TcdB GH inh: -0.8

C=CCOC(=O)[C@@H]1[C@H]2C(=O)O[C@H](c3ccccc3)[C@H](c3ccccc3)N2[C@H](c2ccc(OCCOC(=O)[C@@H]3C[C@@H]4C(=O)N[C@@H](Cc5ccccc5)C(=O)N4[C@@H]3c3ccc(O)cc3)cc2)[C@@]12C(=O)Nc1ccc(I)cc12
  TcdB GH inh: -0.9
CCCNC(=O)N1[C@H](C#N)[C@H](c2ccc(-c3cccnc3)cc2)[C@@H]1CO
  TcdB GH inh: 0.8
C/C=C/c1ccc(C2[C@H]3CNC[C@@H]2N3C(=O)NC2CCCCC2)cc1 (stereo partly specified)
  TcdB GH inh: -0.9
O=C(c1cnccn1)N1CC(=O)N2[C@H](C1)[C@@H](c1ccc(C#CC3CCCCC3)cc1)[C@@H]2CO
  TcdB GH inh: 0.0
CCO[C@H]1OC(C(=O)N2CCCC2)=C[C@@H](c2ccc(C(F)(F)F)cc2)[C@@H]1CCCO
  TcdB GH inh: -6.4
CCC(=O)N(C)C[C@H]1Oc2ncc(-c3cccc(OC)c3)cc2C(=O)N([C@@H](C)CO)C[C@H]1C
  TcdB GH inh: -0.5
C[C@@H]1CCCCO[C@@H](CN(C)C(=O)Nc2ccccc2)[C@H](C)CN([C@@H](C)CO)C(=O)c2cc(N(C)C)ccc2O1
  TcdB GH inh: -18
C[C@@H]1CN([C@H](C)CO)S(=O)(=O)c2ccc(C#CC3(O)CCCC3)cc2O[C@@H]1CN(C)C(=O)Nc1ccc(F)cc1
  TcdB GH inh: 1.4
O=C(c1ccccc1F)N1CC(=O)N2[C@H](CO)[C@@H](c3ccc(C#Cc4ccc(F)cc4)cc3)[C@H]2C1
  TcdB GH inh: -0.3
COc1ccc2c3c([nH]c2c1)[C@H](CO)N(CC1CC1)CC31CN(C(=O)NC2CCCC2)C1
  TcdB GH inh: -0.2
COc1ccccc1-c1ccc2n(c1=O)C[C@H]1[C@H](CO)[C@@H](C(=O)Nc3nccs3)N(CC3CC3)[C@@H]21
  TcdB GH inh: 0.1
O=C(C[C@@H]1C[C@H]2c3cc(NC(=O)c4ccc5c(c4)OCO5)ccc3O[C@H]2[C@H](CO)O1)NCCN1CCCCC1
  TcdB GH inh: 0.8
C[C@H]1CN([C@@H](C)CO)C(=O)c2cc(-c3ccccc3)cnc2O[C@@H]1CN(C)Cc1cccnc1
  TcdB GH inh: 0.5
O=C(N[C@H]1CC[C@@H](CCNS(=O)(=O)c2ccc(Cl)cc2)O[C@@H]1CO)c1cccc(F)c1
  TcdB GH inh: -9.8
O=C(C[C@@H]1CC[C@@H]2[C@H](COC[C@H](O)CN2S(=O)(=O)c2cccc(Cl)c2)O1)NC1CCC1
  TcdB GH inh: -9.4
C/C=C/c1ccc([C@H]2[C@H](CO)N(C(=O)C3CC3)C23CN(C(=O)NC(C)C)C3)cc1
  TcdB GH inh: -1.7
CCCNC(=O)C[C@@H]1C[C@H]2c3cc(NS(=O)(=O)c4cccc(OC)c4)ccc3O[C@H]2[C@@H](CO)O1
  TcdB GH inh: 0.3
Cc1ccc(S(=O)(=O)Nc2ccc3c(c2)C(=O)N([C@@H](C)CO)C[C@@H](C)[C@H](CN(C)C)OCCCC[C@@H](C)O3)cc1
  TcdB GH inh: 1.2
COc1ccc(-c2ccc([C@H]3[C@H](CO)N4C(=O)CN(C(=O)NC(C)C)C[C@@H]34)cc2)cc1
  TcdB GH inh: -7.3
CC(=O)N[C@H]1CC[C@@H](CC(=O)NCc2ccc(Cl)cc2)O[C@H]1CO
  TcdB GH inh: 0.3
C[C@@H]1CN([C@@H](C)CO)S(=O)(=O)c2ccc(/C=C/c3ccccc3)cc2O[C@H]1CN(C)C(=O)Nc1cccc(F)c1
  TcdB GH inh: -7.9
CN1C(=O)c2cc(NC(=O)c3cccc(F)c3)ccc2OC[C@@H]2O[C@H](CC(=O)NCC3CC3)CC[C@@H]21
  TcdB GH inh: 0.2
O=C(C[C@H]1CC[C@H](NC(=O)Nc2ccc3c(c2)OCO3)[C@@H](CO)O1)NCc1ccc(Cl)cc1
  TcdB GH inh: -0.2
COCC#Cc1cnc2c(c1)C(=O)N([C@H](C)CO)C[C@H](C)[C@@H](CN(C)Cc1ccccc1)O2
  TcdB GH inh: -1.3
C[C@H](CO)N1C[C@H](C)[C@@H](CN(C)S(C)(=O)=O)Oc2ccc(NS(=O)(=O)c3ccc(Cl)cc3)cc2CC1=O
  TcdB GH inh: -0.2

O=C(C1CCC1)N1C[C@H]2[C@@H](c3ccccc31)[C@H](CO)N2C(=O)c1ccccc1
  TcdB GH inh: 0.0
C[C@H](CO)N1C[C@H](C)[C@@H](CN(C)Cc2ccc(C(=O)Nc3ccccc3N)cc2)Oc2ccc(NC(=O)Nc3ccc(C(F)(F)F)cc3)cc2C1=O
  TcdB GH inh: -3.1
C[C@@H]1CCCCO[C@@H](CN(C)S(=O)(=O)c2cn(C)cn2)[C@H](C)CN([C@H](C)CO)C(=O)c2cc(NC(=O)Nc3ccc(F)cc3)ccc2O1
  TcdB GH inh: 0.5
Cc1ccc(S(=O)(=O)Nc2ccc3c(c2)C(=O)N([C@H](C)CO)C[C@H](C)[C@@H](CN(C)S(=O)(=O)c2ccccc2)OCCCC[C@H](C)O3)cc1
  TcdB GH inh: 0.8

Part of the list above, with bars between the fields:
smiles | TcdB GH inh
O=C(C1CCC1)N1C[C@H]2[C@@H](c3ccccc31)[C@H](CO)N2C(=O)c1ccccc1 | 0.0
C[C@H](CO)N1C[C@H](C)[C@@H](CN(C)Cc2ccc(C(=O)Nc3ccccc3N)cc2)Oc2ccc(NC(=O)Nc3ccc(C(F)(F)F)cc3)cc2C1=O | -3.1
C[C@@H]1CCCCO[C@@H](CN(C)S(=O)(=O)c2cn(C)cn2)[C@H](C)CN([C@H](C)CO)C(=O)c2cc(NC(=O)Nc3ccc(F)cc3)ccc2O1 | 0.5

Source: PubChem (Broad Institute)
